# Source: PubChem (several laboratories)
# RmlCD inh mix: mixture blocks RmlC and RmlD coupled enzyme activity | RmlC/RmlD coupled enzyme inhibition, 384-well mixture HTS | inhibition, % at 5.5 µM | 110,000 compounds, 0.39% hits; in the data active = inhibition above about 30%, passing the limit was not always enough; note: strong numbers were not always called active
# HIV RNase H inh: blocks HIV-1 RNase H cleavage of RNA/DNA duplex | P04585 | RT-RNase H RNA/DNA duplex cleavage, fluorescence | inhibition, % at 10 µM | 65,000 compounds, 1.9% hits | AID 565; in the data active = inhibition above about 50%
# Starred values were filed as active, the others as inactive; x = no result given; & = joins results of further samples. An excerpt (hit frequency here may not be typical).
SMILES,RmlCD inh mix,HIV RNase H inh
COC(=O)CCC(=O)OC1(C)C(=O)C2=COC(c3ccc(OC)cc3)=CC2=C(Br)C1=O (centres undefined),7,x
N/C(=N/O)c1nc(N2CCCCC2)nc(N2CCCCC2)n1,4,-22
O=C(N1CCOCC1)N1CCN(Cc2ccccc2)CC1,5,0
CCCNC(=O)c1ccccc1NC(=O)Nc1ccccc1C,-13,x
Cc1nc(N2CCN(Cc3nc4ccccc4[nH]3)CC2)c2oc3ccccc3c2n1,-1,-9
Cc1cc(OC(=O)c2ccco2)c2c3c(c(=O)oc2c1)CCCC3,-9,x
COc1ccc2[nH]c(=O)c(CN(C(=O)c3ccco3)C3CCCCC3)cc2c1,-9,x
CCn1c(CN2CCN(c3ccc(Cl)cc3)CC2)nc2ccccc21,4,x
CCC(CC)c1nnc(NC(=O)CCCN2C(=O)c3ccccc3C2=O)s1,-1,x
CCn1cc([N+](=O)[O-])c(C(=O)N2N=C(c3cccc4ccccc34)CC2c2ccccc2O)n1 (centres undefined),-9,x
CCCc1ccc(OCc2ccc(C(=O)OC)o2)c(OC)c1,6,-14
COCCCNC(=O)Nc1ccc2c(c1)N(C)C(=O)CS2,-6,x
O=C(c1ccc(Cl)cc1)c1cc(-c2ccccn2)c(N2CCOCC2)s1,-15,x
CC1CC(C)CN(C(=O)CSc2nnc(-c3ccc(Cl)cc3)o2)C1 (centres undefined),-12,-5
CCN(C(=O)c1ccnc(C(C)(C)C)c1)c1ccccc1,-6,-7
CCOC(=O)C(C)n1nc(C)c2sc3ccccc3c2c1=O (centres undefined),-40,-10
O=C(Nc1ccc(N2CCN(C(=O)c3ccco3)CC2)cc1)c1cccc(F)c1,10,-17
COc1ccccc1Nc1ncnc2c1oc1ccccc12,11,-20
O=C(CSc1nnc(-c2cccnc2)o1)Nc1ccccn1,17,-7
CNCC[C@H](Oc1cccc2ccccc12)c1cccs1,-10&-12,x
CCn1c(=O)cc(SCC(=O)Nc2ccc3c(c2)OCO3)c2ccccc21,5,-19
O=C(C1CC(c2ccccc2O)=NO1)N1CCC2(CC1)OCCO2 (centres undefined),-3,x
Cc1cccc(CCNC(=O)CCc2nc(-c3ccccc3F)no2)c1,2,-10
CSc1nnc(Cn2c(=O)sc3ccccc32)n1CCc1ccccc1,9,-39
CCOc1ccc(C(O)c2nccn2C)cc1 (centres undefined),-28,x
COc1cc(O)c(C(C)=O)c(CC(=O)O)c1,5,x
O=C(NCc1ccc(F)cc1)C(=O)NCC1OCCN1C(=O)c1ccc(Cl)cc1 (centres undefined),-9,x
Cc1noc(NS(=O)(=O)c2ccc(NC(=O)Nc3ccc(Cl)c(Cl)c3)cc2)c1C,10,-25
COc1cccc(-c2noc(N)c2C#N)c1,4,-7
Cc1nnc(NC(=O)c2cccc(NC(=O)C(C)C)c2)s1,-10,x

# Structures above containing an aryl thioether with sulfur outside any ring, in the order listed:
SMILES,RmlCD inh mix,HIV RNase H inh
CC1CC(C)CN(C(=O)CSc2nnc(-c3ccc(Cl)cc3)o2)C1 (centres undefined),-12,-5
O=C(CSc1nnc(-c2cccnc2)o1)Nc1ccccn1,17,-7
CCn1c(=O)cc(SCC(=O)Nc2ccc3c(c2)OCO3)c2ccccc21,5,-19
CSc1nnc(Cn2c(=O)sc3ccccc32)n1CCc1ccccc1,9,-39

# The list goes on.
SMILES,RmlCD inh mix,HIV RNase H inh
CCOC(=O)C1CCN(c2c(NCCCN(C)C3CCCCC3)c(=O)c2=O)CC1,-6,-5
COc1ccc(CC(=O)NC(C)c2nnc(SCC(=O)c3ccc(Br)cc3)n2C)cc1 (centres undefined),3,x
Cc1csc(NC(=O)c2cnccn2)n1,-11,-10
NC(=O)C1CCN(CCC(=O)Nc2ccc3c(c2)CCC3)CC1,2,x
Cc1ccc(NC(=S)N2CCN(C3CCCCC3)CC2)cc1,-6,x
COc1cccc(C2/C(=C(/O)c3cnn(-c4ccccc4)c3C)C(=O)C(=O)N2CCN(C)C)c1OC (centres undefined),14,-1
N#Cc1c(SCC(=O)O)nc(-c2ccccc2)c2c1CCCC2,-8,x
COc1ccccc1CNC(=O)Cn1cnc2ccccc2c1=O,10,-50
COc1ccc(-c2nc(-c3ccncc3)no2)cc1OC,-13,-49
CC(c1ccccc1)n1cc(C(=O)NCC2COc3ccccc3O2)nn1 (centres undefined),27,-3
CCOc1ccc(CN2CCNC(=O)C2CC(=O)OC)cc1 (centres undefined),7,3
Cc1cccc(N2CCN(C(=O)c3ccc(N4CCCC4=O)cc3)CC2C)c1 (centres undefined),-14,-15
O=C(CSc1nc(O)c(Cc2ccccc2)c(=O)[nH]1)Nc1ccccc1,8,-2
CCCN1C(=O)CN(C2CCCCCC2)C(=O)C1c1ccc(C)cc1 (centres undefined),-17,x
CCN(c1ccccc1)S(=O)(=O)c1ccc(NC(=S)NC(=O)c2ccc(Br)o2)cc1,2,x
CC1(C)CNC(=O)c2sc(N3CCOCC3)nc2C1,5,-2
COC(=O)C1=C(C(=O)OC)SC(=C2C(=S)C(C)(C)N(C(=O)C(C)C)c3ccccc32)S1,-7,x
Cc1ccnc(SCCn2c(N(C)Cc3ccccc3)nc3c2c(=O)n(C)c(=O)n3C)n1,-9,-5
COc1cccc(C(=O)Nc2cccc(SC)c2)c1,-15,-14
CC(C)C(c1nnnn1C1CCCCC1)N1CCN(c2ncccn2)CC1 (centres undefined),-8,2
Cc1ccc(S(=O)(=O)NNC(=O)C2Cc3c(ccc4ccccc34)O2)cc1 (centres undefined),0,x
Cc1ccc(-c2nnn(CC(=O)Nc3ccccc3-c3ccccc3)n2)c(-n2cnnn2)c1,-11,2
O=C(Nc1ccccn1)c1ccc2ccccc2n1,1,-31
O=C(COc1ccc([N+](=O)[O-])cc1)NN=C1CCCC1,-7,x
O=C(Cn1cnc2c(cnn2-c2ccccc2)c1=O)NCCc1ccccc1,-7,-2
CS(=O)(=O)N(CC(=O)Nc1cc(Cl)ccc1Cl)c1ccccc1Cl,-5,x
O=c1cc(-c2ccccc2)nc(N2CCCCC2)[nH]1,-5,-12
COCn1c(COc2ccc3ccccc3c2)nc2ccccc21,-10,x
CCC/C=C1/CCCOC(C(=O)NCc2ccccc2)(C(F)(F)F)C1 (centres undefined),5,x
Cc1cccc(-c2nc(CS(=O)CC(=O)NC3CCCC3)c(C)o2)c1 (centres undefined),-1,3

# Record cards (already shown):
# `COc1cccc(C(=O)Nc2cccc(SC)c2)c1` is listed as RmlCD inh mix: -15; HIV RNase H inh: -14
# `CCC/C=C1/CCCOC(C(=O)NCc2ccccc2)(C(F)(F)F)C1` (centres undefined) is listed as RmlCD inh mix: 5; HIV RNase H inh: x
# `Cc1ccc(S(=O)(=O)NNC(=O)C2Cc3c(ccc4ccccc34)O2)cc1` (centres undefined) is listed as RmlCD inh mix: 0; HIV RNase H inh: x

# New compounds follow:
SMILES,RmlCD inh mix,HIV RNase H inh
O=C(CN(Cc1ccccc1F)C(=O)Cn1nnc(-c2cccs2)n1)NCC1CCCO1 (centres undefined),0,-10
CC(=O)N(CCN(C(C)=O)c1ccccc1)c1ccccc1,4,-4
Clc1ccccc1-c1nnc2sc(-c3ccc(Br)o3)nn12,12,-20
COCCn1c(COc2cccc(OC)c2)nnc1SCC(=O)N1CCOCC1,-11,-16
COC(=O)CCC(=O)OC1(C)C(=O)C=C2C=C(C3CC3)N(c3ccccc3)C=C2C1=O (centres undefined),9,x
O=C(Nc1cc(Cl)cc(Cl)c1)c1ccc(Cn2c(=O)[nH]c3ccsc3c2=O)cc1,-114,x
COc1ccc(CCNC(=O)C(=O)NCc2ccc(C(C)C)cc2)cc1OC,-8,x
Cc1nc(SCC(=O)N2CCCc3ccccc32)c2oc3ccccc3c2n1,-13,-10
O=C(CCn1c(=O)[nH]c2ccccc2c1=O)Nc1ccccc1,7,-10
COc1ccccc1NC(=O)N1CCN(c2cccc(C(F)(F)F)c2)CC1,10,-6
CC1=CC(C)(C)Nc2ccc(OC(=O)C(Cc3ccccc3)N3C(=O)C4CCCCC4C3=O)cc21 (centres undefined),-8,x
COc1ccc(C2(O)CCN(C(=O)Cc3cccnc3)CC2)cc1,3,3
Cc1ccc(OCC(O)CN2CCN(CC(O)COc3ccc(C)cc3)CC2)cc1 (centres undefined),86,-4
COc1ccc(N2CCN(c3nc(Nc4ccc(F)cc4)nc(OC)n3)CC2)cc1,4,x
CC(=O)c1c(C)nn(CC(O)Cn2c3c(c4cc(C)ccc42)CCCC3=O)c1C (centres undefined),-10,-4

# Some of these compounds in order of formula weight, falling.
SMILES,RmlCD inh mix,HIV RNase H inh
O=C(CN(Cc1ccccc1F)C(=O)Cn1nnc(-c2cccs2)n1)NCC1CCCO1 (centres undefined),0,-10
O=C(Nc1cc(Cl)cc(Cl)c1)c1ccc(Cn2c(=O)[nH]c3ccsc3c2=O)cc1,-114,x
COC(=O)CCC(=O)OC1(C)C(=O)C=C2C=C(C3CC3)N(c3ccccc3)C=C2C1=O (centres undefined),9,x
COc1ccc(N2CCN(c3nc(Nc4ccc(F)cc4)nc(OC)n3)CC2)cc1,4,x
COc1ccccc1NC(=O)N1CCN(c2cccc(C(F)(F)F)c2)CC1,10,-6
COc1ccc(C2(O)CCN(C(=O)Cc3cccnc3)CC2)cc1,3,3
O=C(CCn1c(=O)[nH]c2ccccc2c1=O)Nc1ccccc1,7,-10

# Going on with the list.
SMILES,RmlCD inh mix,HIV RNase H inh
CC(C)OP(=O)(c1ccc(N(C)C)cc1)C(O)c1c(Cl)cccc1Cl (centres undefined),2,-1
COc1cccc(C2=CC(c3ccccc3)n3nnnc3N2)c1 (centres undefined),x,-7
Cc1ccc(NC(=O)NC(=O)CSc2nnnn2C)c(C)c1,9,-4
Cc1cccc(N2C(=O)/C(=C/N3CCN(C(=O)c4ccco4)CC3)C(=O)NC2=S)c1,-2,x
O=S(=O)(c1cccs1)n1cnc2ccccc21,4,-103
Cn1c(=O)c(N=O)c(N)n(Cc2ccccc2)c1=S,2,x
Cc1ccc(-c2nnn(CC(=O)N(Cc3ccccc3F)C(C(=O)NC3CCCC3)c3ccncc3)n2)o1 (centres undefined),-6,x
Brc1ccc2c(c1)c1nc3ccccc3nc1n2CCN1CCOCC1,x,-15
c1ccc2c(c1)Cn1nc(Cc3nc4c(s3)CCCC4)nc1-2,5,1
COC(=O)c1ccc(NC(=O)c2cnc3scc(C)n3c2=O)cc1,x,-2
CS(=O)(=O)N(CC(=O)N1CCOCC1)Cc1ccc(Cl)cc1,-1,-5
CCc1nc(N2CCN(C(=O)c3ccccc3)CC2)c(C#N)c2c1COC(C)(C)C2,-10,8
COc1ccc2c(C)nc(Nc3nc(C)cc(=O)[nH]3)nc2c1,x,-51
COc1ccc(-n2ncc3c(N(C)C4CCCCC4)ncnc32)cc1,x,-9
COc1cc2c(cc1OC)CN(C(=O)Cc1ccc(OC)c(S(=O)(=O)N3CCOCC3)c1)CC2,-14,-12

# Retrieved by compound from the list above, 2 records:
SMILES,RmlCD inh mix,HIV RNase H inh
COc1cccc(C2=CC(c3ccccc3)n3nnnc3N2)c1 (centres undefined),x,-7
CC(C)OP(=O)(c1ccc(N(C)C)cc1)C(O)c1c(Cl)cccc1Cl (centres undefined),2,-1

# (list continues)
SMILES,RmlCD inh mix,HIV RNase H inh
COc1ccccc1OC(C)c1nnc(SCC(=O)Nc2c(C)n(C)n(-c3ccccc3)c2=O)n1-c1ccccc1 (centres undefined),-5,x
CCOC(=O)N1CCN(C(=O)c2oc3ccc(S(=O)(=O)N4CC(C)CC(C)C4)cc3c2C)CC1 (centres undefined),-6,x
COC(=O)C(C)C1Sc2ccccc2NC1=O (centres undefined),26,-16
Cn1c(=O)c2c(nc(SCCCC#N)n2Cc2ccccc2F)n(C)c1=O,8,-16
COC(=O)C(C(=O)Nc1ccccc1C)C1CCCC1 (centres undefined),1,7
CC(=NCCCN1CCOCC1)c1c(O)n(-c2ccccc2C)c(=O)[nH]c1=O,-4,-3
Cc1ccc(C)c(N2CCN(S(=O)(=O)c3ccc4c(c3)OCCO4)CC2)c1,14,5
CC(=O)Nc1ccc(-c2nnc(SCC(=O)NCc3ccco3)n2C)cc1,4,x
CC(C)NC(=O)c1cc(-c2ccco2)on1,-9,-84
CCN(CC)S(=O)(=O)c1ccc(C(=O)Oc2ccc3c(c2)OCO3)cc1,-11,-9
CCOC(=O)CN(C(=O)CSc1nnc(CNc2ccc(C)cc2C)o1)c1ccccc1,12,0
CCOC(=O)c1ccc(NC(=O)CN2C(=O)CCC2=O)cc1,7,x
O=C(NC1CCCCCC1)c1nc2ncccn2n1,x,-1
CC1=C(C(=O)Nc2ccccc2)C(c2ccc3c(c2)OCO3)C2=C(CCCC2=O)N1 (centres undefined),-11,4
CC(C)Cc1nnc(NS(=O)(=O)Cc2ccccc2)s1,-4,x
CCOC(=O)COc1cccc2c(=O)n(CC(=O)NCCc3ccccc3)ccc12,3,x
O=C(CSc1nnc2scc(-c3ccc(Cl)cc3)n12)NCc1ccco1,-11,-40
O=C1c2ccccc2NC(c2ccc(O)cc2)N1Cc1ccco1 (centres undefined),3,x
O=C(Cn1c(C(F)(F)F)nc2ccccc21)c1ccc(Cl)cc1,5,x
O=C(c1sc2ccccc2c1Cl)N(Cc1ccccc1)C1CCS(=O)(=O)C1 (centres undefined),-4,x
O=C(O)c1ccccc1N=Nc1ccc(O)cc1,4,x
O=C(Nc1cc(C(F)(F)F)ccc1N1CCOCC1)c1c(F)c(F)c(F)c(F)c1F,x,22
COc1c2ccc(C(=O)NCCCCc3ccccc3)cc2nn1C,8,x
CN(C)Cc1nc2c(c(=O)[nH]1)C(C)(C)Cc1ccccc1-2,-9,x
CC1(C)CC(=O)CC(=Nc2ccc3[nH]c(=O)[nH]c3c2)C1,-11,-2
Cc1nnc(SCC(=O)NCc2ccccc2)[nH]c1=O,-37,x
O=C(CCn1cccc1)Nc1cccc(F)c1,-7,-13
CC(C)(C)SCCNC(=O)CN(c1ccc(F)c(Cl)c1)S(C)(=O)=O,6,x
O=C(NCC1CCCO1)c1onc(CSc2ccccc2)c1C(=O)O (centres undefined),-12,x
